Source: PubChem BioAssay (The Scripps Research Institute Molecular Screening Center)
CHRM1 PAM – positive allosteric modulators of human M1 muscarinic receptor; activation, % at 3 µM; hit rate 0.088% among 360,000; CHO-K1 hM1, Fluo-8 calcium fluorescence, ACh EC20; 0% = ACh EC20, 100% = maximal ACh; P11229; in the data active means activation above about 19%, passing the limit was not always enough
Target sequence (P11229 whole entry, looked up): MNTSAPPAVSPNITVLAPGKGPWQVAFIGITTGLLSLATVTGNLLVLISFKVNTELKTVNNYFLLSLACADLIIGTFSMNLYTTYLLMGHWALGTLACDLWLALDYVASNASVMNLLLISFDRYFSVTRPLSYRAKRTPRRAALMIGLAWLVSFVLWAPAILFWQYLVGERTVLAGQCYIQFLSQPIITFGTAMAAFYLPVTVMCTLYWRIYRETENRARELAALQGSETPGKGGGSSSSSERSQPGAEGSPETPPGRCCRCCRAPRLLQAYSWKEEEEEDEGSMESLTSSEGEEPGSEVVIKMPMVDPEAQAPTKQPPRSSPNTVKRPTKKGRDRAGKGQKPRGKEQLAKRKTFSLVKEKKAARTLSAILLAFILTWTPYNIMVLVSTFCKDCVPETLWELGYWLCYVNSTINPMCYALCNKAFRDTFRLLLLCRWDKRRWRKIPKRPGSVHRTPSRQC
M5 ag – agonists of human muscarinic M5 receptor (CHRM5). CHO-K1 hM5 cells, Fluo-8 calcium fluorescence; 0% DMSO wells, 100% maximal acetylcholine response. activation, % at 3 µM. hit rate 0.19% among 360,000;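 active means activation above the run's mean over test compounds plus 3 SD, cut at about 23% in these data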;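 further: signal is peak over basal fluorescence ratio across the kinetic read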
M1 ag – activates human CHRM1 receptor | P11229 | CHO-K1 hM1, Fluo-8 calcium fluorescence, agonist mode; 0% DMSO, 100% acetylcholine EC100 | hit rate 0.33% among 360,000 | activation, % at 3 µM;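 active means activation above the run's mean compound activation plus 3 SD, cut at about 16% in these data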;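 further: peak over basal fluorescence ratio within a 140 s kinetic read after compound addition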
M5 PAM – CHRM5 positive allosteric modulation. CHO-K1 hM5, Fluo-8 calcium, ACh EC20 PAM; 0% = ACh EC20, 100% = ACh EC100. activation, % at 3 µM. hit rate 0.3% among 360,000. AID 624038;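 active means activation above the run cutoff, the mean activation of all test compounds plus 3 SD, cut at about 18% in these data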
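Assay system – human M5 receptor in CHO-K1 cells · Read-out – % activation, ACh-normalized · Technique – Fluo-8 calcium fluorescence · Dosing – single-point, 3 µM nominal · Incubation – Fluo-8 loading 80 min at 37 °C plus 30 min room temperature · Repeats – singlicate, one well per test compound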
TAAR1 agonist – human TAAR1 agonism; Q96RJ0; CHO RD-HGA16 TAAR1, Fluo-8 calcium fluorescence; vehicle wells 0%, saturating PEA agonist 100%; activation, % at 3 µM; hit rate 0.99% among 360,000; AID 624467;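 active means activation above the mean activation of all test compounds in the run plus 3 SD, cut at about 38% in these data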
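Benchmarks: low control DMSO, high control PEA (EC100); System: CHO RD-HGA16 cells carrying human TAAR1 plus Gα16; Detection: Fluo-8 fluorescence, 5 s baseline then 140 s kinetic read; Schedule: 17-24 h plating, Fluo-8 75 min 37 °C, 30 min RT; Read-out basis: % activation from peak over basal fluorescence ratio, DMSO-to-PEA scaled.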
M5 antag – antagonists of human muscarinic M5 receptor (CHRM5). P08912. CHO-hM5 cells, Fluo-8 calcium fluorescence, ACh EC80. inhibition, % at 3 µM. hit rate 0.59% among 360,000. AID 624040;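 active means inhibition above a per-plate cutoff, the mean of that plate's test compounds plus 3 SD, cut at about 27% in these data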;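 further: 0% = acetylcholine EC80 with DMSO and 100% = DMSO without agonist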
M1 antag – antagonists of human M1 muscarinic receptor | P11229 | CHO-K1 hM1, Fluo-8 calcium fluorescence, ACh EC80 antagonist | inhibition, % at 3 µM | hit rate 1.3% among 360,000;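 active means percent inhibition above its own plate's cutoff, namely the mean of that plate's compound wells plus 3 SD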;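 further: peak over basal fluorescence ratio during 140 s after agonist addition; 0% = ACh EC80 plus DMSO and 100% = DMSO alone without agonist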
CHRM4 antagonist – antagonists of human muscarinic M4 receptor (CHRM4); P08173; inhibition, % at 3 µM; AID 624125; CHO-hM4 cells, ACh EC80, Fluo-8 calcium fluorescence; hit rate 0.73% among 360,000;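 active means inhibition above its plate's cutoff, the mean inhibition of sample wells plus 3 SD, cut at about 27% in these data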;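 further: 0% = acetylcholine EC80 with DMSO and 100% = DMSO without agonist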
Target sequence (P08173 whole entry, looked up): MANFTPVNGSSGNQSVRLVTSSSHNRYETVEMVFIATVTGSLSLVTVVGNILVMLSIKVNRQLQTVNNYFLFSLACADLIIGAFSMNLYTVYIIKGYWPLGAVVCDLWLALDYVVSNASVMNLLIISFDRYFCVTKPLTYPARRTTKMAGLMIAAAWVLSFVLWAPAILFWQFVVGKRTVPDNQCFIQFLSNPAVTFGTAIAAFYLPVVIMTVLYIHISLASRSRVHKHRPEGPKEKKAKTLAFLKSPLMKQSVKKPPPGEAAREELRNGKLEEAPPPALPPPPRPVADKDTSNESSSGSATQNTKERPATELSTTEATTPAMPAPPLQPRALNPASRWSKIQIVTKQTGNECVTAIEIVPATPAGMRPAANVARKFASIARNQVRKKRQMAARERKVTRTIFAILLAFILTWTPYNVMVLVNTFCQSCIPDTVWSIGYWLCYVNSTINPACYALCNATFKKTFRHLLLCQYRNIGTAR
CHRM4 agonist – agonists of human muscarinic M4 receptor (CHRM4). CHO-K1 hM4/Gqi5, Fluo-8 calcium fluorescence; vehicle 0%, full acetylcholine response 100%. activation, % at 3 µM. hit rate 0.14% among 360,000. AID 624127;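 active means activation above the run mean over all test wells plus 3 SD, cut at about 32% in these data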;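 further: peak over basal fluorescence ratio per well then scaled between controls; 0% = DMSO wells and 100% = acetylcholine at EC100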
An asterisk follows results filed as active. This is a subset (hit frequency here may not be typical).

`COc1cccc(NC(=O)Nc2cc(Cl)ccc2C)c1` gave CHRM1 PAM -12, M5 ag 0, M1 ag -3, M5 PAM -7, TAAR1 agonist 7, M5 antag 32*, M1 antag 3, CHRM4 antagonist -4 and CHRM4 agonist 10.
Screening Cc1cnc(C(=O)OCC(=O)NCc2cccc(Cl)c2)cn1 returned CHRM1 PAM 17, M5 ag 0, M1 ag 2, M5 PAM -2, TAAR1 agonist -3, M5 antag 0, M1 antag -11, CHRM4 antagonist -1 and CHRM4 agonist 1.
Screening CCOC(=O)c1c(CSc2ccccc2)n(C)c2ccc(O)c(CN3CCN(C)CC3)c12 returned CHRM1 PAM 2, M5 ag -2, M1 ag -6, M5 PAM 4, TAAR1 agonist 0, M5 antag 4, M1 antag -7, CHRM4 antagonist -2 and CHRM4 agonist 4.
Screening CC(NCc1ccccc1O)c1ccccc1 (stereo unspecified) returned CHRM1 PAM 9, M5 ag 0, M1 ag -3, M5 PAM -1, TAAR1 agonist 11, M5 antag 11, M1 antag -17, CHRM4 antagonist 5 and CHRM4 agonist 0.
`O=C(COc1cccc(-n2cnnn2)c1)N1CCOCC1` gave CHRM1 PAM 2, M5 ag -2, M1 ag -2, M5 PAM 5, TAAR1 agonist 7, M5 antag 1, M1 antag 5, CHRM4 antagonist -14 and CHRM4 agonist 1.
O=C(O)c1ccc2nc(-c3ccco3)c(-c3ccco3)nc2c1 was read as CHRM1 PAM 12, M5 ag 0, M1 ag -3, M5 PAM 0, TAAR1 agonist 7, M5 antag 0, M1 antag -12, CHRM4 antagonist 7 and CHRM4 agonist 1.
Screening CC1Sc2ccc(S(=O)(=O)N3CCC(C(=O)NCc4ccccc4)CC3)cc2NC1=O (stereo unspecified) returned CHRM1 PAM 0, M5 ag -3, M1 ag -2, M5 PAM 2, TAAR1 agonist 1, M5 antag 2, M1 antag -5, CHRM4 antagonist -3 and CHRM4 agonist 5.
For CN(C)c1ccccc1C(=O)c1ccccc1N(C)C the results were CHRM1 PAM 12, M5 ag -8, M1 ag -1, M5 PAM 3, TAAR1 agonist -1, M5 antag -8, M1 antag -15, CHRM4 antagonist -2 and CHRM4 agonist 0.
Screening CC1CCCN(C(=O)c2ccc3c(c2)C(=O)N(CCC2=CCCCC2)C3=O)C1 (stereo unspecified) returned CHRM1 PAM 7, M5 ag 5, M1 ag 2, M5 PAM -8, TAAR1 agonist 8, M5 antag 8, M1 antag -5, CHRM4 antagonist -1 and CHRM4 agonist 4.
COc1ccc(/C=C/C(=O)Nc2ccc3c(c2)OCCO3)cc1OC was read as CHRM1 PAM 2, M5 ag 2, M1 ag -4, M5 PAM 0, TAAR1 agonist 1, M5 antag -2, M1 antag 4, CHRM4 antagonist 2 and CHRM4 agonist 1.
For COc1ccc([C@@H]2[C@@H]3C(=O)N(C(C)(C)C)C(=O)[C@@H]3[C@]3(Cc4ccccc4)C(=O)N(c4cccc(F)c4)C(=O)N23)cc1 the results were CHRM1 PAM 0, M5 ag -12, M1 ag -5, M5 PAM -4, TAAR1 agonist 8, M5 antag 11, M1 antag 0, CHRM4 antagonist 2 and CHRM4 agonist 1.
`CN1C(=O)C(=O)/C(=C(/O)c2ccc(Br)cc2)C1c1cccc([N+](=O)[O-])c1` (stereo unspecified) gave CHRM1 PAM 13, M5 ag -2, M1 ag -1, M5 PAM 4, TAAR1 agonist 2, M5 antag 0, M1 antag -14, CHRM4 antagonist -2 and CHRM4 agonist 1.
Screening CN1CCN(C(=O)C2=C[C@@H](C(C)(C)C)C[C@@H](OCc3ccc(CO)cc3)O2)CC1 returned CHRM1 PAM 3, M5 ag 3, M1 ag -6, M5 PAM 2, TAAR1 agonist 3, M5 antag 7, M1 antag -7, CHRM4 antagonist -7 and CHRM4 agonist 0.
`COC(=O)Cn1cnc(C(=O)Nc2ccc(C)c(C)c2)n1` gave CHRM1 PAM 9, M5 ag 1, M1 ag -2, M5 PAM 4, TAAR1 agonist 0, M5 antag 2, M1 antag -15, CHRM4 antagonist 8 and CHRM4 agonist 1.
CCCCNc1nc(N)nc(-c2cc(Cl)ccc2O)n1 was read as CHRM1 PAM 11, M5 ag 0, M1 ag -2, M5 PAM 1, TAAR1 agonist 8, M5 antag -12, M1 antag -14, CHRM4 antagonist -15 and CHRM4 agonist -1.
O=C1C(Cc2c[nH]c3ccccc23)NC(=S)N1C1CCCCC1 (stereo unspecified) was read as CHRM1 PAM 9, M5 ag -1, M1 ag -2, M5 PAM 8, TAAR1 agonist 11, M5 antag 1, M1 antag -9, CHRM4 antagonist 4 and CHRM4 agonist 1.
`O=C(Nc1ccccc1)C1CCCN1/C=C/C(=O)C(F)(F)F` (stereo unspecified) gave CHRM1 PAM 10, M5 ag 2, M1 ag -2, M5 PAM 2, TAAR1 agonist 0, M5 antag 11, M1 antag -6, CHRM4 antagonist 1 and CHRM4 agonist 1.
Cc1c(C(C)NC(=O)c2cc(COc3cccc4cnccc34)on2)cnn1C (stereo unspecified) was read as CHRM1 PAM -8, M5 ag 5, M1 ag 1, M5 PAM -7, TAAR1 agonist 7, M5 antag 7, M1 antag 7, CHRM4 antagonist 0 and CHRM4 agonist 15.
`CC1=NN(c2ccc(Cl)cc2)C(=O)/C1=C\c1cccn1-c1ccc(S(N)(=O)=O)cc1` gave CHRM1 PAM 3, M5 ag 3, M1 ag -7, M5 PAM 0, TAAR1 agonist 8, M5 antag 8, M1 antag -3, CHRM4 antagonist 16 and CHRM4 agonist 7.
For Clc1ccc(SCCN2CCNCC2)cc1 the results were CHRM1 PAM -2, M5 ag -11, M1 ag -10, M5 PAM 4, TAAR1 agonist 6, M5 antag -14, M1 antag -5, CHRM4 antagonist -18 and CHRM4 agonist 2.
O=C(CNC(=O)c1ccc(F)cc1)Nc1ccccc1C(F)(F)F was read as CHRM1 PAM 7, M5 ag 0, M1 ag -1, M5 PAM -3, TAAR1 agonist 1, M5 antag 1, M1 antag -10, CHRM4 antagonist -1 and CHRM4 agonist 1.
For CCc1cccc2sc(NC(=O)C3CC3)nc12 the results were CHRM1 PAM -3, M5 ag 0, M1 ag -6, M5 PAM 0, TAAR1 agonist 1, M5 antag 2, M1 antag 0, CHRM4 antagonist 6 and CHRM4 agonist 0.
`CN(C)c1ccncc1C(=O)Nc1ccc(F)cc1F` gave CHRM1 PAM 9, M5 ag 4, M1 ag 0, M5 PAM 5, TAAR1 agonist 1, M5 antag 3, M1 antag -2, CHRM4 antagonist 1 and CHRM4 agonist 0.
CC(O)/C=C/c1ccc2ccccc2n1 (stereo unspecified) was read as CHRM1 PAM 7, M5 ag 0, M1 ag -6, M5 PAM 1, TAAR1 agonist 10, M5 antag 3, M1 antag -17, CHRM4 antagonist 1 and CHRM4 agonist 1.
Screening O=C(O)c1cccc(NS(=O)(=O)c2ccc(Cl)c(C(=O)O)c2)c1 returned CHRM1 PAM 2, M5 ag 1, M1 ag -2, M5 PAM -1, TAAR1 agonist 14, M5 antag -1, M1 antag 4, CHRM4 antagonist 8 and CHRM4 agonist 1.
CCN(CC)C1CC(=O)N(c2ccc(Br)cc2)C1=O (stereo unspecified) was read as CHRM1 PAM -1, M5 ag 0, M1 ag -4, M5 PAM -3, TAAR1 agonist -1, M5 antag 10, M1 antag 4, CHRM4 antagonist 3 and CHRM4 agonist 0.
Screening CS(=O)(=O)N(CC(=O)N1CCCC1)c1cccc(Cl)c1Cl returned CHRM1 PAM 9, M5 ag 1, M1 ag -3, M5 PAM -4, TAAR1 agonist 11, M5 antag -3, M1 antag -29, CHRM4 antagonist -1 and CHRM4 agonist -1.
For Cc1ccc(S(=O)(=O)CCC(=O)N(C)c2c(N)n(Cc3ccccc3)c(=O)[nH]c2=O)cc1 the results were CHRM1 PAM 20, M5 ag -3, M1 ag 1, M5 PAM 5, TAAR1 agonist 1, M5 antag -12, M1 antag -19, CHRM4 antagonist -8 and CHRM4 agonist 1.
CN(C)c1cccc(NC2=CC(=[N+]3CCOCC3)CC(C)(C)C2)c1 was read as CHRM1 PAM -7, M5 ag -14, M1 ag -3, M5 PAM -2, TAAR1 agonist 10, M5 antag 12, M1 antag 17, CHRM4 antagonist 5 and CHRM4 agonist 0.
CCOC(=O)c1c(C)[nH]c(C)c1C(=O)CSc1nnc(-c2ccc(OC(F)F)cc2)o1 was read as CHRM1 PAM 7, M5 ag 2, M1 ag 11, M5 PAM -2, TAAR1 agonist 16, M5 antag -4, M1 antag -11, CHRM4 antagonist -2 and CHRM4 agonist 2.

Taken from the entries so far (two entries):
For Cc1ccc(S(=O)(=O)CCC(=O)N(C)c2c(N)n(Cc3ccccc3)c(=O)[nH]c2=O)cc1 the results were CHRM1 PAM 20, M5 ag -3, M1 ag 1, M5 PAM 5, TAAR1 agonist 1, M5 antag -12, M1 antag -19, CHRM4 antagonist -8 and CHRM4 agonist 1.
CN(C)c1cccc(NC2=CC(=[N+]3CCOCC3)CC(C)(C)C2)c1 was read as CHRM1 PAM -7, M5 ag -14, M1 ag -3, M5 PAM -2, TAAR1 agonist 10, M5 antag 12, M1 antag 17, CHRM4 antagonist 5 and CHRM4 agonist 0.

Gathered by group: the entries above containing bromine
`CN1C(=O)C(=O)/C(=C(/O)c2ccc(Br)cc2)C1c1cccc([N+](=O)[O-])c1` (stereo unspecified) gave CHRM1 PAM 13, M5 ag -2, M1 ag -1, M5 PAM 4, TAAR1 agonist 2, M5 antag 0, M1 antag -14, CHRM4 antagonist -2 and CHRM4 agonist 1.
CCN(CC)C1CC(=O)N(c2ccc(Br)cc2)C1=O (stereo unspecified) was read as CHRM1 PAM -1, M5 ag 0, M1 ag -4, M5 PAM -3, TAAR1 agonist -1, M5 antag 10, M1 antag 4, CHRM4 antagonist 3 and CHRM4 agonist 0.

Next part.
For CCOc1ccccc1C=NNC(=O)CCCCC(=O)NN=Cc1ccccc1OCC the results were CHRM1 PAM 7, M5 ag -3, M1 ag -3, M5 PAM -5, TAAR1 agonist 0, M5 antag 11, M1 antag -18, CHRM4 antagonist -7 and CHRM4 agonist 1.
For Cc1c(C(=O)N2CCN(c3ccccc3)CC2)sc2ncnc(N3CCN(c4ccccn4)CC3)c12 the results were CHRM1 PAM 3, M5 ag -2, M1 ag -3, M5 PAM -1, TAAR1 agonist 1, M5 antag 0, M1 antag -3, CHRM4 antagonist -3 and CHRM4 agonist 2.
For Cc1ccc(C(=O)Cn2c(=N)n(CCN3CCOCC3)c3ccccc32)cc1 the results were CHRM1 PAM -1, M5 ag -4, M1 ag -9, M5 PAM 3, TAAR1 agonist 8, M5 antag -11, M1 antag -3, CHRM4 antagonist -8 and CHRM4 agonist 3.
Screening COc1ccc(CN2CCc3ccc(NC(=O)c4ccncc4)cc3C2)c(F)c1 returned CHRM1 PAM 2, M5 ag 5, M1 ag -5, M5 PAM 2, TAAR1 agonist 1, M5 antag 0, M1 antag -8, CHRM4 antagonist 6 and CHRM4 agonist 3.
